Screens (PubChem)
KCNH2 WT inh = inhibitors of human wildtype KCNH2 potassium channel | 0.37% of 340,000 active | AID 720551 | U2OS, BacMam KCNH2, thallium flux FluxOr; hits give low values | activity change, % at 1.84 µM | Q12809;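 active = maximum activity change below -70%; inconclusive = maximum activity change between -70% and -50%; inactive = maximum activity change above -50%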; also: % is scaled to controls: 0 for no effect and ±100 for the full control effect
Target sequence (Q12809 whole entry, looked up): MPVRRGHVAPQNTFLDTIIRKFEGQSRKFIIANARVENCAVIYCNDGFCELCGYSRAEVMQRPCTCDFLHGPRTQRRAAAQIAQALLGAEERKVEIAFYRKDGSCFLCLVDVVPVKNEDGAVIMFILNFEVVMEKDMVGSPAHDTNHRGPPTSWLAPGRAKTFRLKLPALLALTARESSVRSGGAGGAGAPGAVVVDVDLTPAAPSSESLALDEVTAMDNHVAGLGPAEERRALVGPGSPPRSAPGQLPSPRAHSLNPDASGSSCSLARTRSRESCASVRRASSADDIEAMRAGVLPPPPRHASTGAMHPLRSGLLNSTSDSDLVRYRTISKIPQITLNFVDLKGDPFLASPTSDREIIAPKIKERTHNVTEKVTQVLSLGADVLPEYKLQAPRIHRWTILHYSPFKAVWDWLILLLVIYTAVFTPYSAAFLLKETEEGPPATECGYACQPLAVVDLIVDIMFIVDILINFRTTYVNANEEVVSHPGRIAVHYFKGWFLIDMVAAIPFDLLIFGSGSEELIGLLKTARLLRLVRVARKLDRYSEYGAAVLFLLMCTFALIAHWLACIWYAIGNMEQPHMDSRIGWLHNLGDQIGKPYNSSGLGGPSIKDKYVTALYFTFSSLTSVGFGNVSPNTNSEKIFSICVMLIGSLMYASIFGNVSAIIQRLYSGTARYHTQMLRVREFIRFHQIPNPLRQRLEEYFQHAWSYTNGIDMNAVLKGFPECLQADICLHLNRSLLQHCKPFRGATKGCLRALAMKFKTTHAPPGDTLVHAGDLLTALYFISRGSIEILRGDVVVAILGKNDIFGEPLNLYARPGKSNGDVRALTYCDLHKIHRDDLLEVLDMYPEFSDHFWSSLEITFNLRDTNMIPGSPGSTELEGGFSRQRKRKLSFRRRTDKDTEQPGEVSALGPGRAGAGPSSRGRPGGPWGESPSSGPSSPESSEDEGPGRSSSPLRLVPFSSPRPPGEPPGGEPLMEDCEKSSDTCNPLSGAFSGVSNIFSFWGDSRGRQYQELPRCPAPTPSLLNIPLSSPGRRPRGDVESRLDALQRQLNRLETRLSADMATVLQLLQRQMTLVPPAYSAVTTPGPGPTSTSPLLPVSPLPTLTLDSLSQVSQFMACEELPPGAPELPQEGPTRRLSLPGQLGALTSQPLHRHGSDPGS
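U2OS cells were transduced with wild-type KCNH2 virus (2.03 x 10^8 / mL) for 4 h at room temperature, then cultured overnight at 37 C. Thallium flux was read with FluxOr dye. Rate constants were normalized to DMSO controls.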
Coupling enz = coupling enzyme interference in Giardia aldolase counter-screen; coupling enzyme system counterscreen, AmpLite Red fluorescence; activity change, negative = inhibition, % at 58.2 µM, hits read low; 0.67% of 290,000 active; in the data active = activity change below about -30%; also: % is scaled to controls: 0 for no effect and ±100 for the full control effect
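Counterscreen lacking aldolase: glyceraldehyde-3-phosphate coupling-enzyme reagent preincubated 10 min at RT with compound (at 57.5 uM final), then substrate/coupling system with AmpLite Red added; fluorescence read at 525/598 nm after 20 min RT.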
KCNH2 3.1 block = inhibitors of human KCNH2 3.1 potassium channel isoform; U2OS KCNH2 3.1, thallium flux FluxOr; hits give low values; activity change, % (tested at about 1.8 µM); 0.95% of 340,000 active; AID 720553;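 active = maximum activity change below -70%; inconclusive = maximum activity change from -70% to -50%; inactive = maximum activity change above -50%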;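 also: thallium influx rate constant from kinetic fluorescence after stimulation buffer; % is scaled to controls: 0 for no effect and ±100 for the full control effect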
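Steps: virus added to U2OS suspension (4 h, RT, dark); medium with 10% FBS added, cells plated, 37 C overnight; FluxOr/Red40 loading buffer 45 min RT; stimulation buffer, 2 min kinetic read; rate constant normalized.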
Menin MLL FP TR = inhibitors of human menin-MLL interaction, mutant MLL peptide; O00255; Potency, µM (titrated, usually from 61.6 µM), for inactives: top-dose FP activity change, negative = inhibition, hits mostly inhibitors; 0.23% of 270,000 active; AID 1768; Menin + Texas Red MLL mutant peptide, fluorescence polarization; active = well fitted inhibition curve with a large enough effect in the polarisation, with a control signal flat, not every such curve was filed as active; inconclusive = small, poorly fitted or top-dose-only effect, or effect the other way, or a change in a side signal; inactive = no such curve, though single readings can be large or run the other way; the % refers to the polarisation; also: potency is read from the fitted curve at half-maximal effect; % of control where 0% means no effect; many of its hits are not listed in these tables
TRPV1 agonist = human TRPV1 agonism; 0.19% of 320,000 active; TRPV1-expressing cells, Fluo-8 calcium influx, agonist mode; activation, % at 8.33 µM; Q8NER1; in the data active = activation above about 80%; inconclusive = between about 30% and that limit; also: 0% is about no effect
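Cells expressing TRPV1 were dye-loaded with Fluo-8 and read kinetically: 10 s baseline, 3 min after compound (agonist portion), then 2 min after EC20 capsaicin (allosteric enhancer portion). Calcium-bound dye fluorescence at 480/520 nm.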
CXXC DNA block = MLL CXXC-DNA interaction inhibition | Q03164 | MLL-CXXC / FITC-HOXA9 DNA fluorescence polarization | Potency, µM (doses to about 115 µM), without a hit: at the top dose activity change, negative = inhibition, most hits filed as inhibitors | 0.037% of 290,000 active | AID 2662; active = well fitted inhibition curve with a large enough effect in the polarisation, with a control signal flat, not every such curve was filed as active; inconclusive = small, poorly fitted or top-dose-only effect, or effect the other way, or a change in a side signal; inactive = no such curve, though single readings can be large or run the other way; the % refers to the polarisation; also: potency is read from the fitted curve at half-maximal effect
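Purified MLL-CXXC (added from a 7 uM solution) was preincubated 5 min at ambient with pinned compounds in 50 mM Tris-HCl pH 7.5, 50 mM NaCl, 1 mM DTT, 0.05% BSA. Fluorescein-labeled HOX-A9 DNA (50 nM solution) followed, 30 min, then polarization read.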
USP2a inh = USP2a (human) protease inhibition | USP2 core, Ub-CHOP2 coupled fluorogenic reporter, 485/531 | 0.01% of 330,000 active | AID 463254 | Potency, µM (doses to about 38.3 µM), inactives show at the top dose activity change, negative = inhibition, hits mostly inhibitors | O75604;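 also: potency is read from the fitted curve at half-maximal effect; plate controls were DMSO wells for no effect and full inhibition by NEM control for full effect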
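USP2 core (10nM final) preincubated 30min RT with compound in 20mM Tris-HCl pH 8.0, 2mM CaCl2, 2mM beta-mercaptoethanol, 0.05% CHAPS; 25nM Ub-CHOP2 plus 25nM reporter substrate added, fluorescence (Ex485/Em531) read after 60min.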
GALK inh = galactokinase (human) inhibition; Potency, µM (series often up to 57.5 µM), for inactives: at the highest dose activity change, negative = inhibition, usual class: inhibitors; P51570; Purified GALK, Kinase-Glo residual ATP luminescence; 0.007% of 270,000 active; AID 1868; also: potency is read from the fitted curve at half-maximal effect; % is scaled to controls: 0 for no effect and ±100 for the full control effect
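Quantitative HTS: GALK 5 nM, ATP 35 uM, galactose 100 uM, 1 h room temperature, then luciferase-based ATP detection.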
PKM2 act = activators of human pyruvate kinase M2; P14618; purified PKM2, Kinase-Glo ATP luminescence, activation; response scale: 0% is enzyme alone, no compound; Potency, µM (highest dose often 57.5 µM), for inactives: top-dose activation, usual class: activators; 0.34% of 260,000 active; also: potency is read from the fitted curve at half-maximal effect; % is scaled to controls: 0 for no effect and ±100 for the full control effect; nearly all actives have a fitted effect of over 55% in size
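ATP formation by purified human PK-M2, quantified via coupled luciferase luminescence after 1 h at room temperature with 0.1 mM ADP and 0.5 mM PEP final.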
B2AR arrestin = recruits beta-arrestin to the human beta2-adrenergic receptor; P07550; Potency, µM (series often up to 46.1 µM), inactives show top-dose activation, most hits filed as activators; 0.02% of 330,000 active; beta-arrestin recruitment to beta2AR, cell-based reporter;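 also: potency is read from the fitted curve at half-maximal effect; 0% = DMSO controls and full agonism = EC100 isoproterenol or metaproterenol; nearly all actives have a fitted effect of over 65% in size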
Giardia killer = Giardia lamblia killing. Giardia lamblia trophozoite viability. 0.15% of 340,000 active. activity change, % at 7.66 µM, hits read low. AID 540267; in the data active = activity change below about -80%; inconclusive = between about -30% and that limit;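 also: parasites exposed to compound for two days anaerobically before the ATP read; % is scaled to controls: 0 for no effect and ±100 for the full control effect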
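Trophozoite viability was measured as ATP-dependent luminescence, read 15-30 min after reagent addition. Before that, parasites at 100 cells/well were exposed to compounds for 48 h, anaerobically, at 37 deg C.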
* marks the source's active call; other numbers are inactive results; ? = inconclusive; nt = no result given; & = joins results of further samples; [ ] = another dose, or the depositor's remark. Unless noted, calls follow the shape of the dose curve; as a rule, active = well fitted curve in the direction sought with a large enough effect; inconclusive = small, poorly fitted or top-dose-only effect, or another doubt; inactive = no such curve, though single readings can be large; an effect the other way counts as inactive or inconclusive. An excerpt (hit frequency here may not be typical).

SMILES	KCNH2 WT inh	Coupling enz	KCNH2 3.1 block	Menin MLL FP TR	TRPV1 agonist	CXXC DNA block	USP2a inh	GALK inh	PKM2 act	B2AR arrestin	Giardia killer
O=c1nc(N2CCCCC2)nc(Nc2ccccc2)[nH]1	1	3	1	2%	-2	14%	1%	-1%	-12%	0.3%	6
Cc1ccc(C(=O)CCC(=O)Nc2ccccc2F)cc1	-2	-1	-7	4%	11	9%	-2%	5%	-36%	-0.6%	12
O=C(C[n+]1ccc(C(=O)N/N=C/c2ccc(Br)cc2)cc1)c1ccccc1	0	0	-11	1%	?	?	-1%	-3%	-8%	0.2%	-12
O=C(NC12CC3CC(CC(C3)C1)C2)c1ccccc1O	2	-1	12	19%	?	-5%	4%	-2%	23%	0.3%	13
Oc1ccc(/C=N/N(Cc2ccccc2)c2ccccc2)c(O)c1O	-2	-28	17	?	1	-7%	-3%	3%	15%	0.3%	9
Cc1ccccc1NC(=O)Cc1nc(-c2ccc3ccccc3c2)cs1	9	-1	-8	22%	1	8%	2%	0%	15%	-0.6%	-1
O=C(Nc1cccnc1)c1ccc(COc2cc(Cl)ccc2Cl)o1	-104*	nt	42	46%[activator]	?	-6%	1%	-3%	2%	0.0%	3
Cc1cc(Nc2ccc(C)c(Cl)c2)nc(N2CCOCC2)n1	-3	-7	-19	nt	20	2%	1%	3%	3%	0.6%	4
COc1ccc(C(C)C)cc1S(=O)(=O)NCC1CCCO1 (stereo not given)	-10	3	-6	-3%	-2	4%	2%	-5%	3%	0.6%	-5
O=C1c2ccccc2C(=O)N1CCCc1cn(C[C@H]2CC[C@@H]([C@@H]3CC[C@H](Cn4cc(CCCN5C(=O)c6ccccc6C5=O)nn4)O3)O2)nn1	-2	1	-6	-9%	-5	-4%	-1%	nt	-2%	-1.2%	17
COc1ccc(NC(=O)CCOc2ccc(C)cc2)cc1S(=O)(=O)N1CCCCC1	1	nt	-3	nt	0	nt	1%	nt	nt	0.0%	-13
CCCCNC(=O)c1cn(CC(C)C)c(=O)c2c1c1ccccc1n2C	-3	-2	-4	?	-1	-12%	0%	2%	nt	0.3%	2
Cc1ccc(S(=O)(=O)Nc2ccc(F)c(S(=O)(=O)N3CCOCC3)c2)cc1	2	nt	4	nt	nt	nt	0%	nt	nt	0.1%	-4
Cc1ccc(NC(=S)N2CCc3[nH]c4ccccc4c3C2)cc1	-2	-6	-4	nt	0	3%	-5%	nt	-11%	-0.7%	26
O=C(CSc1nc2ccccc2nc1SCC(=O)N1CCCCC1)N1CCCCC1	15	1	8	7%	-5	1%	0%	2%	-5%	0.0%	0
CCOc1ccc(CCNC(=O)CN2C(=O)NC3(CCCCC3C)C2=O)cc1OCC (stereo not given)	0	nt	-10	nt	-1	nt	2%	nt	nt	-0.3%	3
COc1ccc(-c2c(-c3ccc(OC)nc3)c3ccccc3n2C)cc1	4	nt	-2	nt	nt	nt	4%	nt	nt	1.0%	4
Cc1cc(C)n(-c2ccc(F)cc2)c(=O)c1C#N	-10	0	3	-7%	2	-12%	8%	-3%	-3%	0.0%	3
CCCCn1c(N)c(N(CCOC)C(=O)COC(=O)COc2cc(C)ccc2Cl)c(=O)[nH]c1=O	-8	nt	3	nt	-2	nt	1%	nt	nt	-0.5%	-13
COCCN(C(=O)COC(=O)CCCOc1ccccc1)c1c(N)n(Cc2ccccc2)c(=O)[nH]c1=O	0	nt	7	nt	-2	nt	1%	nt	nt	-1.1%	-10
COc1ccc(C(=O)NC2CCN(S(=O)(=O)Cc3ccccc3)CC2)c(OC)c1	0	6	4	-19%	0	16%	3%	0%	1%	-0.2%	12
COc1ccc(COC(=O)NC2CCN(S(=O)(=O)c3ccc(OC)cc3)CC2)cc1	7	-1	-15	5%	0	6%	2%	0%	20µM*	-0.8%	39[activator]
CNS(=O)(=O)c1cc(C(=O)O)ccc1OC	-6	1	15	-1%	2	0%	3%	-2%	0%	0.3%	13
COc1ccccc1C(=O)Nc1ccc(-c2nnn(CC(=O)N3CCOCC3)n2)cc1	-2	2	-6	12%	-1	9%	10%	-2%	-1%	0.0%	31[activator]
CCOC(=O)c1c(NC(=O)CN2CCCCC2)sc(CN(C)C)c1-c1ccccc1	-7	-1	13	?	2	-5%	-1%	-3%	-1%	-0.1%	-4
Continuation.
SMILES	KCNH2 WT inh	Coupling enz	KCNH2 3.1 block	Menin MLL FP TR	TRPV1 agonist	CXXC DNA block	USP2a inh	GALK inh	PKM2 act	B2AR arrestin	Giardia killer
CN(C)N1C(N)=C(C#N)C(c2ccccc2F)C2=C1CC(C)(C)CC2=O (stereo not given)	-8	0	12	16%	5	11%	4%	7%	nt	0.3%	18
Cc1cccc(C)c1NC(=O)C(c1ccccc1)N1CCC1=O (stereo not given)	-6	4	12	6%	0	-15%	-1%	3%	-3%	-0.4%	10
Cc1ccc(NC(=O)CSCc2ccc(F)cc2)cc1	-4	0	7	1%	?	1%	1%	0%	-4%	-0.3%	12
CC(=O)c1ccc2c(c1)c(C#N)c1ccccc1[n+]2[O-]	-19	1	6	-1%	5	?	23%	0%	nt	-0.5%	?
O=C1N/C(=C\c2ccc(N3CCOCC3)c(F)c2)C(=O)N1Cc1ccccc1	7	1	-10	28%	1	27%	2%	nt	-2%	-0.7%	12
Cc1ccc2occ(/C=N/NC(=O)c3ccccc3Br)c(=O)c2c1	-17	3	8	19%	0	8%	3%	-5%	0%	-0.3%	20
COC(=O)[C@@H]1C[C@H]2CC[C@H](O)C[C@H]2N1Cc1ccccc1OC(=O)c1cccs1	-6	-1&1	15	0%	-3	36%[activator]	-9%	-2%	-3%&2%	0.3%	3
COc1nc(-c2ccccc2)ccc1-c1noc(-c2ccco2)n1	-9	-2	7	42%[activator]	17	5%	-2%	0%	-3%	0.0%	4
COc1ccccc1N1CCN(C(=O)c2ccc(-c3nc4ccccc4s3)o2)CC1	8	nt	5	nt	2	nt	4%	nt	nt	-0.5%	4
N#C/C(=C\c1ccc2c(c1)OCO2)C(N)=S	-18	0	0	nt	-1	-19%	3%	7%	5%	0.4%	-8
C=CCn1c(COc2ccc(F)cc2)nnc1SCC(=O)NC1CCS(=O)(=O)C1 (stereo not given)	-5	nt	3	nt	0	nt	0%	nt	nt	-0.1%	2
Cc1onc(C(=O)NCc2ccc(F)cc2)c1[N+](=O)[O-]	15	4	nt	-1%	16	1%	-3%	3%	14%	-0.1%	-18
O=C(CCc1ccccc1Cl)N1CCN(S(=O)(=O)c2ccccc2)CC1	13	nt	-8	nt	?	nt	1%	nt	nt	0.5%	-5
Cc1cc(CN(C)C(=O)c2cc(COc3ccc(C)c(C)c3)on2)n[nH]1	-1	nt	-2	nt	?	5%	2%	-1%	1%	-0.1%	20
Cc1ccc(CNC(=O)CN2CCN(Cc3ccc(C)cc3)C2=O)cc1	8	0	5	-1%	20	5%	-9%	2%	-12%	-0.2%	-24
Nc1nnc(-c2ccccc2F)s1	-3	0	9	2%	-3	-4%	0%	3%	-1%	-0.1%	15
O=C(NCc1cccnc1)Nc1ccc(Cl)c(Cl)c1	3	0	-9	-1%	25	18%	0%	2%	-3%	0.5%	23
Cc1ccc(-c2cc(N)n(-c3ccc(F)cc3)n2)cc1	3	1	5	33%[activator]	0	-11%	-1%	0%	-2%	-0.9%	3
CN1C(=O)[C@H]2[C@@H](/C=C/c3ccccc3)N3C(=O)CN(Cc4ccc(-c5ccccc5)cc4)C(=O)[C@@]3(Cc3ccccc3)[C@H]2C1=O	nt	-1	nt	11%	?	21%	2%	nt	3%	3.5%	-18
CCN1C(=O)[C@H]2[C@@H](c3ccc(-c4cccc(Cl)c4)cc3)N[C@@](C)(C(=O)OC)[C@H]2C1=O	-9	nt	14	nt	0	nt	-12%	nt	nt	0.4%	10
CCN(c1ccccc1)S(=O)(=O)c1ccc2c(c1)N(C(C)=O)CCS2	-3	4	17	-6%	12	-3%	-4%	3%	nt	-0.1%	24
COc1cccc2c(=O)c(SC(F)(F)C(F)C(F)(F)F)c(C)[nH]c12 (stereo not given)	-6	0	12	2%	21	-2%	2%	-2%	0%	-0.4%	-3
Cc1ccc(NC(=O)CSc2nnc(-c3ccncc3)o2)cc1	-20	7	15	1%	14	21%	2%	0%	0%	-0.5%	-20
COc1cc(OC)c(C(=O)OCC(=O)N(Cc2ccccc2)C(C)(C)C)cc1OC	4	-1	2	-13%	4	-3%	-5%	1%	0%	0.2%	-25
O=C1C2C3C=CC(C3)C2C(=O)N1/N=C/c1cn(Cc2ccccc2)c2ccccc12 (stereo not given)	-7	1	-7	16%	11	-19%	-4%	-1%	-1%	-0.3%	2
O=C(NCc1ccccc1)c1ccc(N2C(=O)C3CCCCC3C2=O)cc1 (stereo not given)	1	1	6	-9%	13	23%	-2%	2%	-4%	-2.0%	2
COc1ccc(-c2nnn(CC(=O)N3CCN(c4ccccc4OC)CC3)n2)cc1	-1	2	2	-2%	7	6%	1%	2%	11%	-0.6%	-12
COc1cccc(N/C(N)=N/c2nc(CSc3ccccn3)cc(=O)[nH]2)c1	nt	0	nt	16%	4	-4%	13%	0%	3%	0.1%	nt
Cc1nc([N+](=O)[O-])c(C(=O)OCc2ccc(C#N)cc2)n1C	11	-3	3	0%	0	-1%	-1%	1%	nt	0.0%	1
